Screening results as filed in PubChem.
MEP2 TOR yeast = modulators of TOR pathway MEP2-GFP in S. cerevisiae; S. cerevisiae MEP2-GFP strain, flow cytometry GFP, 3 h; 100% = DMSO control level; GFP response vs DMSO, % at 10 µM; hit rate 0.51% among 330,000; AID 2016;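 active = GFP response versus DMSO above a set limit, roughly screen mean plus 3 SD, cut at about 180% in these data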;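 also: median GFP fluorescence of the barcode-gated MEP2-GFP cells per well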
GRK2 inh = blocks RNA aptamer binding to human GRK2; P25098; bead flow cytometry, FAM-aptamer displacement from GRK2; inhibition of aptamer binding, % at 10 µM; hit rate 0.59% among 330,000;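 active = inhibition of aptamer binding above 40%, roughly 3 SD of noise, on plates passing a quality check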;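 also: median bead fluorescence of bound FAM aptamer so fluorescent compounds give negative values; no value below 0 was filed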
VLA-4 inh = inhibition in a human VLA-4 binding assay. P13612. VLA-4 expressing cells, ligand binding flow cytometry. inhibition, % (about 7 µM as worked out from the volumes in the protocol). hit rate 0.2% among 330,000. AID 2557; in the data active = inhibition above about 50%
Target sequence (P13612 whole entry, looked up): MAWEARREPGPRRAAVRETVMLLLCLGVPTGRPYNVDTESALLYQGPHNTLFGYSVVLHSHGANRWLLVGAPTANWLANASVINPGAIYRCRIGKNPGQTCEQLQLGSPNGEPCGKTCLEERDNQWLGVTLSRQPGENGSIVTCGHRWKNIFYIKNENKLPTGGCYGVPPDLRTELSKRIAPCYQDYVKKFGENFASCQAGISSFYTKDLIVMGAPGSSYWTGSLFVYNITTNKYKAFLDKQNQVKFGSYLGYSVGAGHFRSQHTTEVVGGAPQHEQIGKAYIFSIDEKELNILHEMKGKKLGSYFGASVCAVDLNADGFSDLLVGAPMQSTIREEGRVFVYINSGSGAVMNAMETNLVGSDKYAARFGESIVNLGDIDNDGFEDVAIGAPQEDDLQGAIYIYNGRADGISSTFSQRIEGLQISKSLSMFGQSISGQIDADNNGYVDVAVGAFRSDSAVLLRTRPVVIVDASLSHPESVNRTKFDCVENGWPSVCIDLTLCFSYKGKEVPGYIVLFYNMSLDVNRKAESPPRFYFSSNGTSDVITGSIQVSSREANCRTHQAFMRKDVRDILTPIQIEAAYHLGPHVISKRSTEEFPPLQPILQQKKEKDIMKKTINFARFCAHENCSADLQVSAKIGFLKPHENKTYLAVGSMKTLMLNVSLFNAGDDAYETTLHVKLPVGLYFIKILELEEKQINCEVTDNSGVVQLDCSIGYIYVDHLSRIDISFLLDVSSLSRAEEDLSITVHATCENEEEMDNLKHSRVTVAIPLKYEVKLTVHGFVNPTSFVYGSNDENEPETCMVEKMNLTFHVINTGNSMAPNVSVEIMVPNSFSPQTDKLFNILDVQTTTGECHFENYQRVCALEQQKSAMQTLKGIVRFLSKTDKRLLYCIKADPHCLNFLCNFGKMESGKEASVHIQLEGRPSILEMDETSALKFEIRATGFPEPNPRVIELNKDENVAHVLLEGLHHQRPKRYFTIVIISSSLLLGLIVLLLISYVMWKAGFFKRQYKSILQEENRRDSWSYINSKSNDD
LAP4 TOR yeast = modulators of TOR pathway LAP4-GFP in S. cerevisiae | GFP response vs DMSO, % at 10 µM | hit rate 0.34% among 320,000 | S. cerevisiae LAP4-GFP multiplex, flow cytometry GFP, 3 h; median GFP as percent of DMSO wells;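 active = GFP response vs DMSO above a set limit, about the screen mean plus 3 SD, cut at about 150% in these data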
Yeast superoxide = yeast age-related superoxide inhibition as caloric restriction mimetic; S. cerevisiae aged cells, superoxide DHE fluorescence; active compounds read low; superoxide response (% of plate mean), % at 10 µM; hit rate 0.18% among 330,000;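 active = superoxide response under a set limit, about three screen SD below normal, cut at about 65% in these data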;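 also: yeast aged for seven days with compound at 30 °C before DHE staining; 100% = average MFI of all compound-treated wells on the plate with controls excluded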
CIT2 TOR yeast = modulators of TOR pathway CIT2-GFP in S. cerevisiae; GFP response vs DMSO, % at 10 µM; hit rate 0.065% among 320,000; S. cerevisiae CIT2-GFP strain, flow cytometry, 3 h; 100 means same as DMSO wells; AID 2029;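 active = GFP response relative to DMSO above a set limit, near the screen mean plus 3 SD, cut at about 150% in these data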;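 also: ratio of well median GFP fluorescence to mean of DMSO wells on the plate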
AGP1 TOR yeast = alters AGP1-GFP fluorescence in TOR pathway yeast screen. S. cerevisiae AGP1-GFP multiplex flow cytometry, 3 h; GFP as percent of DMSO wells. GFP response vs DMSO, % at 10 µM. hit rate 0.02% among 320,000;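 active = GFP response relative to DMSO above a set limit, near screen average plus 3 SD, cut at about 150% in these data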;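 also: median GFP channel fluorescence of the gated AGP1 strain per well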
RPL19A-GFP yeast = yeast TOR pathway RPL19A-GFP modulation; S. cerevisiae RPL19A-GFP strain, flow cytometry, 3 h; active compounds read low; percent response vs DMSO, % at 10 µM; hit rate 0.3% among 330,000; AID 2025;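 active = percent response vs DMSO below 50%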;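 also: median channel GFP fluorescence of the barcoded RPL19A-GFP strain; ratio of sample median GFP to plate DMSO average so 100% = DMSO; lower means less RPL19A-GFP as with rapamycin TOR inhibition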
* = called active by the depositor; · = not tested or not shown.

Each structure is followed by: MEP2 TOR yeast | GRK2 inh | VLA-4 inh | LAP4 TOR yeast | Yeast superoxide | CIT2 TOR yeast | AGP1 TOR yeast | RPL19A-GFP yeast
> COC(CNC(=O)c1ccc(N2CCC3(CC2)OCCO3)c([N+](=O)[O-])c1)OC
    112 | 1 | -2 | 106 | 114 | 112 | 109 | 107
> CC(C)(CNC(=O)c1ccc(Br)o1)N1CCOCC1
    99 | 2 | 3 | 81 | 111 | 87 | 91 | 106
> CC(C)NS(=O)(=O)c1ccc(NC(=O)C(C)OC(=O)CCC(=O)c2cccs2)cc1 (stereo unspecified)
    101 | 0 | 7 | 100 | 103 | 99 | 103 | 98
> CCn1c(SCC(=O)c2ccc3c(c2)OCCO3)nnc1C(C)C
    84 | 0 | -3 | 79 | 96 | 90 | 90 | 91
> COc1cc(NC(=S)NCc2cccnc2)c(OC)cc1Cl
    105 | 0 | 23 | 90 | 80 | 107 | 103 | 107
> Cc1ccccc1-n1nc2c(c1NC(=O)c1cc3ccccc3oc1=O)CS(=O)(=O)C2
    103 | 0 | 1 | 101 | 81 | 107 | 105 | 107
> O=S(=O)(NCCn1cccc1)c1ccc2ccccc2c1
    96 | 0 | 7 | 87 | 108 | · | 97 | 93
> CCNC(=O)NC(=O)COC(=O)c1ccccc1SCC(=O)NC(=O)NCC
    103 | 2 | -166 | 101 | 90 | 101 | 109 | 100
> COc1ccc(C(=O)C(O)C(c2ccc(C)cc2)N2CCOCC2)cc1OC (stereo unspecified)
    103 | 0 | 12 | 97 | 103 | 107 | 103 | 106
> Cc1cc2nc3c(nc2cc1C)C1(C(=O)N(C)C)CCC3(C)C1(C)C (stereo unspecified)
    104 | 0 | -2 | 112 | 95 | · | 110 | 102

Other structures follow.
Each structure is followed by: MEP2 TOR yeast | GRK2 inh | VLA-4 inh | LAP4 TOR yeast | Yeast superoxide | CIT2 TOR yeast | AGP1 TOR yeast | RPL19A-GFP yeast
> Cc1ccc(/C=C/C(=O)NCCCN2CCN(CCCNC(=O)/C=C/c3ccc(C)cc3)CC2)cc1
    104 | 0 | -3 | 96 | 107 | 100 | 104 | 109
> CSc1nc2ccccc2cc1/C=C(\C#N)c1ccc(Cl)c(Cl)c1
    107 | 0 | -47 | 104 | 105 | 99 | 101 | 106
> CN1CCN(/N=C/c2cccc(Cl)c2Cl)CC1
    105 | 3 | 2 | 92 | 102 | 99 | 95 | 103
> Cc1cc[n+](-c2[nH]c(=O)sc2/C=N/NC([S-])=Nc2ccccc2)cc1
    103 | 3 | -12 | 112 | 87 | 121 | 105 | 103
> Cc1ccsc1C(=O)OCC(=O)NCCCc1ccccc1
    100 | 2 | -4 | 114 | 108 | 97 | 96 | 110
> Cc1nn(-c2ccc(F)cc2)c(C)c1/C=C/C(=O)N1CCNC(=O)C1
    97 | 0 | 7 | 92 | 85 | 103 | 96 | 97
> Cc1ccc(C)c(C(=O)CCC(=O)N2CCN(c3ncccn3)CC2)c1
    106 | 2 | 13 | 106 | 95 | 93 | 89 | 97
> Cc1ccc2nc(NC(=O)C3CCCN3C(=O)OC(C)(C)C)sc2c1 (stereo unspecified)
    99 | 2 | 6 | 97 | 97 | 91 | 99 | 97
> Nc1ccc(Nc2ccncc2[N+](=O)[O-])cc1
    99 | 1 | 3 | 91 | 121 | 96 | 94 | 92
> CCOC(=O)c1cnc2nc(C)nn2c1N
    98 | 2 | -3 | 103 | 95 | 98 | 103 | 101

New compounds follow:
Each structure is followed by: MEP2 TOR yeast | GRK2 inh | VLA-4 inh | LAP4 TOR yeast | Yeast superoxide | CIT2 TOR yeast | AGP1 TOR yeast | RPL19A-GFP yeast
> CCO[C@@H]1OC(C(=O)N2CCN(Cc3ccc4c(c3)OCO4)CC2)=C[C@H](c2ccc(C(F)(F)F)cc2)[C@H]1CCCO
    90 | 2 | 7 | 127 | 96 | 65 | 79 | 95
> Nc1nc(Cl)nc2ccc(Br)cc12
    103 | 0 | -19 | 99 | 107 | 99 | 100 | 102
> Cc1nnc(NC(=O)CCC(=O)N2CCN(S(=O)(=O)c3cc([N+](=O)[O-])ccc3C)CC2)s1
    99 | 0 | 21 | 93 | 111 | 101 | 100 | 96
> CN1CCN(c2nc(-c3cccs3)cs2)CC1
    98 | 3 | 8 | 100 | 81 | 98 | 100 | 100
> CCCc1nc(SCC(=O)N2CCc3ccccc3C2)c2ccccc2n1
    96 | 0 | -22 | 142 | 105 | 84 | 90 | 96
> O=C(NCC(c1cccnc1)N1CCN(c2ccc(F)cc2)CC1)c1ccco1 (stereo unspecified)
    110 | 0 | -6 | 119 | 94 | 102 | 104 | 108
> CCCCCOC(=O)CSc1nnc(-c2ccccc2)c(=O)[nH]1
    93 | 0 | 38 | 75 | 101 | 81 | 82 | 115
> COc1cc(/C=N/NC(N)=O)cc(Br)c1OCc1ccccc1C
    98 | 0 | 16 | 99 | 99 | 102 | 104 | 100
> CC(C)(C)C(=O)NC(=S)N1CCCC1
    110 | 0 | 0 | 98 | 89 | 107 | 104 | 101
> O=C(O)CN1C(=O)c2ccc(Oc3ccc([N+](=O)[O-])cc3)cc2C1=O
    106 | 0 | 7 | 98 | 100 | 100 | 102 | 103

(next part)
Each structure is followed by: MEP2 TOR yeast | GRK2 inh | VLA-4 inh | LAP4 TOR yeast | Yeast superoxide | CIT2 TOR yeast | AGP1 TOR yeast | RPL19A-GFP yeast
> C=CC[C@@H](CC(=O)NCCO)C(=O)NC[C@H](OC(=O)[C@@H](CC=C)CC(=O)OC(C)(C)C)c1ccccc1
    101 | 2 | 0 | 104 | 116 | 95 | 107 | 112
> Cc1cccc(C)c1OCc1cc(C(=O)N(Cc2c(C)nn(C)c2C)C2CC2)no1
    104 | 3 | 10 | 94 | 104 | 100 | 100 | 99
> O=C(NC12CC3CC(CC(C3)C1)C2)N1CCN(c2ccccn2)CC1
    100 | 1 | -4 | 97 | 120 | 94 | 94 | 94
> Cc1cc(C)c(C)c(S(=O)(=O)N[C@@H](C)C(=O)OCC(=O)NC2CCCC(C)C2C)c1C (stereo partly specified)
    92 | 0 | -5 | 94 | 90 | 98 | 92 | 94
> CCCCN1C(=O)/C(=c2\sc3nc(=O)c(-c4ccccc4)nn3c2=O)c2ccccc21
    108 | 0 | 9 | 102 | 82 | 103 | 103 | 98
> CCN(C(=O)COC(=O)c1ccc(COc2ccc3c(C)cc(=O)oc3c2)cc1)C1CCS(=O)(=O)C1 (stereo unspecified)
    98 | 3 | 5 | 94 | 103 | 95 | 92 | 101
> CC(C)(C)NC(=O)COc1coc(CN2CCN(C(=O)c3ccco3)CC2)cc1=O
    96 | 1 | 2 | 98 | 84 | 106 | 109 | 96
> CCCn1c(NC(=O)c2ccc([N+](=O)[O-])o2)nc2ccccc21
    101 | 5 | -52 | 119 | 106 | 62 | 68 | 97
> CC1=C(C(=O)OCC(C)C)C2(O)C(=O)c3ccccc3C2(O)N1 (stereo unspecified)
    96 | 3 | 18 | 91 | 105 | 97 | 94 | 98
> COc1ccc(CCC(=O)Nc2cnc3ccccc3c2)cc1
    86 | 2 | 9 | 81 | 102 | 92 | 82 | 91

Other entries follow:
Each structure is followed by: MEP2 TOR yeast | GRK2 inh | VLA-4 inh | LAP4 TOR yeast | Yeast superoxide | CIT2 TOR yeast | AGP1 TOR yeast | RPL19A-GFP yeast
> O=C(CCn1c(=O)sc2ccccc21)Nc1nc2ccccc2s1
    95 | 2 | 5 | 103 | 106 | 98 | 100 | 97
> CCOC(=O)c1oc2ccc(S(=O)(=O)n3nc(-c4ccc(C)cc4)cc3N)cc2c1C
    104 | 0 | -3 | 98 | 90 | 102 | 104 | 103
> Cc1ccc(S(=O)(=O)N(C)C)cc1NC(=O)c1sccc1Cl
    82 | 0 | 4 | 99 | 100 | 105 | 110 | 93
> O=C(Nc1nnc(S(=O)(=O)N2CCN(c3ccc(F)cc3)CC2)s1)c1ccco1
    106 | 1 | 17 | 97 | 102 | 105 | 97 | 103
> COc1ccc(Br)c(C(=O)NNC(=O)c2ccc(NS(=O)(=O)c3cccs3)cc2)c1
    105 | 1 | 5 | 114 | 77 | 92 | 108 | 99
> CC1CCCC(C)N1C(=O)CSc1nnc(COc2ccccc2)n1-c1ccccc1 (stereo unspecified)
    109 | 2 | -11 | 112 | 84 | 107 | 107 | 101
> CCC[C@H](CN[C@@H](CNC)[C@H](C)CC)NCCc1cc(C(F)(F)F)cc(C(F)(F)F)c1
    90 | 0 | -2 | 126 | 94 | 72 | 79 | 101
> CN1CCCCc2c1nc1c(c2N)CCCC1
    110 | 4 | -7 | 103 | 125 | 94 | 101 | 104
> Cc1ccc(-c2cc(Cc3ccc(N(C)C)cc3)c(=O)[nH]n2)cc1
    108 | 0 | -3 | 117 | 114 | 107 | 128 | 102
> O=C(OCC(=O)c1ccccc1Br)c1ccccn1
    112 | 0 | 3 | 103 | 99 | 87 | 44 | 84

Remaining list, next part.
Each structure is followed by: MEP2 TOR yeast | GRK2 inh | VLA-4 inh | LAP4 TOR yeast | Yeast superoxide | CIT2 TOR yeast | AGP1 TOR yeast | RPL19A-GFP yeast
> CN1CCN(c2nc(C#N)cc(-c3ccccc3)n2)CC1
    103 | 0 | 15 | 97 | 104 | 97 | 105 | 102
> O=C(/C=C/c1ccccc1)Nc1ccc(N2CCCCC2)cc1
    74 | 0 | 7 | 82 | 112 | 103 | 88 | 103
> CCOC(=O)N1CCN(C(=O)c2cc(-c3ccc(OCC)cc3)nc3ccccc23)CC1
    99 | 0 | 0 | 97 | 92 | 99 | 91 | ·
> CCCCCC(=O)Nc1cccc(C2=NOC3(C2)C[C@@H](C(N)=O)N(C(=O)c2ccc(Cl)cc2)C3)c1 (stereo partly specified)
    94 | 12 | -3 | 93 | 101 | 98 | 98 | 97
> CCOc1cc(CNCC(C)C)c(Cl)cc1OCC(=O)Nc1ccccc1
    101 | 1 | -12 | 93 | 137 | 104 | 89 | 99
> Cc1ccc(-c2nnc(N3CCN(C(=O)CSc4ncn[nH]4)CC3)c3ccccc23)cc1
    109 | 0 | 3 | 107 | 79 | 100 | 108 | 108
> CCOC(=O)C1CCN(C(=O)Cn2nc(C)n3c(cc4cc(F)ccc43)c2=O)CC1
    99 | 37 | -88 | 93 | 98 | 97 | 101 | 95
> CCC(C)[C@H](NC(=O)N1CCN(c2cccc(C(F)(F)F)c2)CC1)C(=O)OC (stereo partly specified)
    105 | 0 | -8 | 98 | 94 | 98 | 103 | 99
> NS(=O)(=O)c1ccc(CCNC(=O)NC23CC4CC(CC(C4)C2)C3)cc1
    101 | 1 | 3 | 100 | 95 | 99 | 105 | 102
> CCOc1cc(C2C(C#N)=C(N)Oc3n[nH]c(-c4ccccc4)c32)ccc1O (stereo unspecified)
    99 | 0 | 12 | 93 | 109 | 101 | 96 | 100

More records.
Each structure is followed by: MEP2 TOR yeast | GRK2 inh | VLA-4 inh | LAP4 TOR yeast | Yeast superoxide | CIT2 TOR yeast | AGP1 TOR yeast | RPL19A-GFP yeast
> COc1ccc(Cl)cc1C(=O)NC(=S)Nc1ccccc1N1CCOCC1
    112 | 3 | 3 | 108 | 116 | 99 | 101 | 101
> CO/N=C/C(C(C)=O)C(=O)Nc1ccc(Cl)cc1Cl (stereo unspecified)
    102 | 0 | 2 | 103 | 111 | 96 | 102 | 100
> Cc1ccc(-c2cc(C(=O)Nc3cccnc3)c3ccccc3n2)o1
    102 | 0 | -10 | 96 | 114 | 96 | 95 | 99
> CC(C)(C)c1cc(-n2ccnc2)n2ncc(-c3ccc(Cl)cc3)c2n1
    100 | 0 | 3 | 113 | 102 | 102 | 111 | 110
> CCSc1nc(O)cc(=O)n1-c1ccc(OC)cc1
    101 | 3 | 5 | 96 | 93 | 96 | 97 | 95
> COC(=O)[C@H](CCSC)NC(=O)Nc1ccc(S(N)(=O)=O)cc1
    104 | 2 | 4 | 100 | 109 | 100 | 103 | 97
> O=C(CCCSc1nc2ccccc2[nH]1)NCc1ccc(Cl)cc1
    108 | 4 | -1 | 98 | 87 | 107 | 103 | 105
